# HT1080NT lethal = kills 2HG-producing HT-1080-NT fibrosarcoma cells; Potency, µM (doses to about 46.1 µM), inactives show at the highest dose activity, negative = less viability, hits mostly cytotoxic; HT-1080-NT fibrosarcoma viability, CellTiter-Glo ATP luminescence, 48 h; hit rate 1.6% among 360,000; AID 686970;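 also: NT is the 2HG producing partner of a matched IDH1 knockdown line; potency is read from the fitted curve at half-maximal effect; 0% = DMSO-treated cells and -100% = media-only wells without cells; nearly all actives have a fitted effect of over 55% in size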
#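 HT-1080-NT; 750 cells/well; 5% FBS RPMI; 48 h compound, 37 degrees C; CellTiter-Glo luminescence; curve fitting and curve-class assignment.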
# SW480 rerep = induces DNA re-replication in SW480 colon adenocarcinoma cells. SW480 DNA re-replication, Hoechst DNA content imaging, 48 h. Potency, µM (series often up to 46.1 µM), for the others: top-dose re-replication activation, most hits filed as activators. hit rate 1.8% among 340,000; also: potency is read from the fitted curve at half-maximal effect; % of control where 0% means no effect; nearly all actives have a fitted effect of over 55% in size
#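 Per well, 250 cells were exposed to pinned compound for 48 hr. Nuclear DNA was visualised with Hoechst (40 min, 37 C) and total object intensity recorded by fluorescence scanning.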
# HT1080 IDH1KD tx = kills HT-1080 cells with IDH1 knockdown; hit rate 2% among 360,000; AID 686971; HT-1080 IDH1 knockdown viability, ATP luminescence, 48 h; Potency, µM (doses to about 46.1 µM), without a hit: top-dose activity, negative = toxicity, usual class: cytotoxic;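 also: potency is read from the fitted curve at half-maximal effect; 0% = DMSO wells and -100% = cell-free medium wells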
#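 Viability of IDH1-knockdown HT-1080 fibrosarcoma cells was assessed by CellTiter-Glo after 48 h at 37 °C with titrated compound; concentration-effect curves were classified by fit quality and response size.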
# MCF10A rerep = induces DNA re-replication in MCF 10a normal breast cells. Potency, µM (highest dose often 46.1 µM), without a hit: top-dose activity, positive = re-replication, actives largely listed as activators. hit rate 2.9% among 350,000. AID 624296. MCF 10A DNA re-replication, Hoechst nuclear intensity, 48 h; also: potency is read from the fitted curve at half-maximal effect; % of control where 0% means no effect; nearly all actives have a fitted effect of over 50% in size
# IL1B secr inh = blocks inflammasome-driven IL-1 beta release. activity change, % at 57.5 µM. AID 743279. hit rate 4.7% among 360,000. THP-1 LPS/ATP IL-1B secretion, AlphaLISA, 16 h; hits give low values; in the data active = activity change below about -50%; inconclusive = mostly about -30% to -49%; also: % is scaled to controls: 0 for no effect and ±100 for the full control effect
#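 THP-1 cells pretreated 1 hr with compounds (up to 57.5 uM final), then stimulated with LPS (250 ng/mL final) plus ATP (1.25 mM final); secreted IL-1B measured by AlphaLISA after 16 hr, decreased signal indicating inhibition.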
# DRD3 agonist = D3 dopamine receptor (human) agonism | max activation, % | D3R DiscoveRx beta-arrestin cells, luminescence, 90 min | hit rate 0.58% among 410,000; in the data active = max activation above about 30%; also: 0% is about no effect; mostly tested at two doses, the higher about 12 µM
# Target sequence (P35462 whole entry, looked up): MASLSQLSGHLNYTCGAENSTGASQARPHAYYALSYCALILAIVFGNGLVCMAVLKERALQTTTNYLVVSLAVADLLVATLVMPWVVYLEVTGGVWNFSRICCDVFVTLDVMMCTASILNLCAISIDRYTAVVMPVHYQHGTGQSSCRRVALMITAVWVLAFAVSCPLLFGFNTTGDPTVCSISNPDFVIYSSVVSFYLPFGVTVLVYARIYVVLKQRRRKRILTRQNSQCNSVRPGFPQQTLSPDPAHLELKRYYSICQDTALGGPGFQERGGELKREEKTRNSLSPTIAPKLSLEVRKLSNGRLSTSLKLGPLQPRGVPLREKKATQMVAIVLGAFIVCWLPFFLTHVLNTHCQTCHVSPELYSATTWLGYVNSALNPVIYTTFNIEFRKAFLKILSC
#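 Agonist mode: compounds and dopamine controls were applied to plated cells for 90 min at 37 degrees C after an overnight attachment at 1500 cells/well. Luminescent read-out followed 30 - 60 minutes at room temperature with DiscoveRx detection reagent.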
# KB-3-1 tox = kills parental KB-3-1 adenocarcinoma cells | KB-3-1 viability, CellTiter-Glo ATP luminescence, 72 h | Potency, µM (doses to about 46.1 µM), inactives show top-dose activity change, negative = cytotoxic, usual class: cytotoxic | hit rate 1.4% among 400,000 | AID 1347075; also: potency is read from the fitted curve at half-maximal effect; % is scaled to controls: 0 for no effect and ±100 for the full control effect; nearly all actives have a fitted effect of over 60% in size
#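 Multi-concentration cytotoxicity screen in KB-3-1 cells grown in DMEM lacking phenol red with 10% FBS. After 72 h at 37 °C with compound, ATP-dependent luminescence was recorded.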
# GLP1R cytotox = cytotoxic in the GLP-1 receptor inverse agonist counter-screen; HEK293 cAMP-luciferase reporter cells, luminescence, 24 h; Potency, µM (highest dose often 38.3 µM), inactives show at the highest dose activity change, negative = inhibition, usual class: inhibitors; hit rate 0.13% among 410,000; AID 624418;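 also: loss of luciferase light is scored as toxicity; potency is read from the fitted curve at half-maximal effect; % is scaled to controls: 0 for no effect and ±100 for the full control effect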
#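 MLSMR compounds, 24 hr on cells at 37 deg C/5% CO2; luminescence after luciferase reagent (12 min RT). Inhibition counted as the undesired cytotoxic outcome.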
# KB-V1 cytotox = KB-V1 MDR subline cytotoxicity. KB-V1 MDR cells viability, CellTiter-Glo, 72 h. hit rate 3.4% among 400,000. Potency, µM (series often up to 46.1 µM), for the others: at the top dose activity change, negative = cytotoxicity, hits mostly cytotoxic. AID 1347076; also: potency is read from the fitted curve at half-maximal effect; % is scaled to controls: 0 for no effect and ±100 for the full control effect; nearly all actives have a fitted effect of over 60% in size
#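 Readout: CellTiter-Glo luminescence, 10 min after addition. Cells: KB-V1 MDR subline, 72 h at 37 degrees C with compound. Analysis: corrected, normalized data fitted to concentration-effect curves.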
# An asterisk follows results filed as active; i = inactive; ? = inconclusive; · = no result given; & = joins results of further samples; [ ] = another dose, or the depositor's remark. Unless noted, calls follow the shape of the dose curve; as a rule, active = well fitted curve in the direction sought with a large enough effect; inconclusive = small, poorly fitted or top-dose-only effect, or another doubt; inactive = no such curve, though single readings can be large; an effect the other way counts as inactive or inconclusive.
SMILES,HT1080NT lethal,SW480 rerep,HT1080 IDH1KD tx,MCF10A rerep,IL1B secr inh,DRD3 agonist,KB-3-1 tox,GLP1R cytotox,KB-V1 cytotox
Cc1ccc(NC(=O)NCCCCc2ccccc2)cc1,6%,7%,7%,-1%,41,-2,2%,2%,5%
COc1ccc(Cl)cc1NC(=O)COC(=O)c1ccc(Cl)nc1,-5%[9.24 µM],-34%[inhibitor],-1%,19%,49,0,-4%,3%,?
COc1ccc(NC(C)C(=O)Nc2cccc(S(=O)(=O)N3CCOCC3)c2)cc1OC (stereo unspecified),-6%,78%,-12%,14%,?,8,?,-13%,?
O=C(c1ccco1)N1N=C(c2cccs2)CC1c1ccc(F)cc1 (stereo unspecified),2%,-21%,2%,1%,25,1,-18%,0%,0%
CN(C(=O)COC(=O)c1cc2ccccc2cc1O)c1c(N)n(Cc2ccccc2)c(=O)[nH]c1=O,-1%,-116%[inhibitor],-3%,-11%,12,-6,-3%,0%,16%
CN1CCCN(c2ccc([N+](=O)[O-])cc2)CC1,4%,-23%,3%,7%,5,-10,3%,-10%,21%
COc1ncnc2c1ncn2CCCN1CCN(c2ccccn2)CC1,1%,·,0%,·,5,21,-13%,14%,?
CNC(=O)c1ccccc1NC(=O)C1CC(=O)N(c2ccc(OC)cc2)C1 (stereo unspecified),0%,-8%,5%,-1%,42,2,4%,-6%,-15%
COc1ccc(NC(=O)Cc2c(C(=O)O)n(C)c3ccccc23)cc1OC,-2%,3%,-2%,-7%,-1,0,0%,0%,-11%
CCC(CC)c1nnc(NC(=O)/C=C/c2ccco2)s1,9%,-2%,2%,8%,9,1,17%,11%,-20%
O=C(Cn1ccc2ccccc2c1=O)NCCC(=O)N1CCN(c2ccccc2)CC1,-2%,-2%,3%,20%,-3,4,-20%,-4%,16%
O=C(Nc1ccc(Cc2ccncc2)cc1)C1CCC(N2C(=O)C3C4C=CC(C5CC45)C3C2=O)CC1 (stereo unspecified),?,14%,?,?,0,0,?,-20%,12µM*
CC(C)(C)OC(=O)N1CCC[C@H]1C(=O)Nc1ccc(Br)cc1,5%,-9%,-1%,-3%,30,0,-4%,-4%,5%
CCCCn1c(CN2CCN(C(=O)OCC)CC2)nc2c1c(=O)n(C)c(=O)n2C,-2%,-7%,5%,8%,45,1,?,8%,13µM*
Cc1cc(C)n(CCNC(=O)CC2C(=O)NCCN2Cc2ccccc2C(F)(F)F)n1 (stereo unspecified),16%,-119%[inhibitor],2%,-1%,-3,10,5%,-27%,8%
CCN1CCN(C(=S)Nc2ccccc2Cl)CC1,3%,-2%[9.22 µM],7%,-5%,-3,2,2%,-1%,8%
Oc1ccc(Cl)cc1CNc1ccc(Br)cn1,0%,?,-15%,?,?,-4,?,0%,-22%
O=C(Nc1ccccc1F)c1ccco1,10%,0%,10%,-8%,-3,3,18%,-15%,-8%
CC(=O)Nc1ccc(NC(=O)c2ccc(COc3ccccc3)cc2)cc1,1%,-1%,4%,-10%,0,-2,0%,4%,1%
CCCNC(=S)N1CCC(NC(=O)C23CC4CC(CC(C4)C2)C3)CC1,-1%,-2%,-3%,2%,20,0,-6%,-20%,?
CCc1cccc(NC(=O)c2sc3nc[nH]c(=O)c3c2C)c1,·,·,·,·,·,-13,-21%,4%,-9%
Cc1ccc(-c2nc(CSc3nnc(C)n4c3cc3occc34)c(C)o2)cc1,·,·,·,·,·,6,14%,3%,-8%
CC(C)(C)C(=O)NNC(=O)c1cc2sccc2s1,-1%,-2%,1%,-1%,5,11,?,5%,11%
COc1ccc2c(c1)c1c(c(=O)n(Cc3ccccc3)c(=O)n1CC(=O)Nc1c(C)cccc1C)n2C,·,·,·,·,·,0,2%,-4%,-18%
Cc1cccc(N=CC=C2OC(C)(C)C(C)(C)O2)c1,2%,21µM*,1%,?,-8,5,0%,4%[1.53 µM],-15%
C(=N\N1CCN(c2ccccn2)CC1)/C1=C(N2CCOCC2)C(=C/c2ccccc2)/CC1,8%,-7%,2%,0%,-20,-4,-8%,0%,0%
Cc1nccn1CC(O)COC1CCCCC1 (stereo unspecified),11%,-2%,9%,-13%,-15,-2,-12%,-16%,16%
CCOC(=O)c1c(S(=O)(=O)N2CCN(Cc3ccccc3)CC2)c(C)n(C)c1C,18%,10%,0%,-4%,0,6,-3%,-13%,-7%
COc1ccc(C(C)=O)cc1COC(=O)CNC(=O)c1ccc(F)cc1,4%,1%,10%,2%,14,-5,15%,-2%,29%
CCC(=O)n1nc(-c2ccccc2)nc1NCc1ccccc1,0%,-18%,7%,?,-12,-2,11%,3%,-11%

# An excerpt from the list above, for reference:
SMILES,HT1080NT lethal,SW480 rerep,HT1080 IDH1KD tx,MCF10A rerep,IL1B secr inh,DRD3 agonist,KB-3-1 tox,GLP1R cytotox,KB-V1 cytotox
CCCNC(=S)N1CCC(NC(=O)C23CC4CC(CC(C4)C2)C3)CC1,-1%,-2%,-3%,2%,20,0,-6%,-20%,?
CCc1cccc(NC(=O)c2sc3nc[nH]c(=O)c3c2C)c1,·,·,·,·,·,-13,-21%,4%,-9%
Cc1ccc(-c2nc(CSc3nnc(C)n4c3cc3occc34)c(C)o2)cc1,·,·,·,·,·,6,14%,3%,-8%
CC(C)(C)C(=O)NNC(=O)c1cc2sccc2s1,-1%,-2%,1%,-1%,5,11,?,5%,11%
COc1ccc2c(c1)c1c(c(=O)n(Cc3ccccc3)c(=O)n1CC(=O)Nc1c(C)cccc1C)n2C,·,·,·,·,·,0,2%,-4%,-18%
Cc1cccc(N=CC=C2OC(C)(C)C(C)(C)O2)c1,2%,21µM*,1%,?,-8,5,0%,4%[1.53 µM],-15%
C(=N\N1CCN(c2ccccn2)CC1)/C1=C(N2CCOCC2)C(=C/c2ccccc2)/CC1,8%,-7%,2%,0%,-20,-4,-8%,0%,0%
Cc1nccn1CC(O)COC1CCCCC1 (stereo unspecified),11%,-2%,9%,-13%,-15,-2,-12%,-16%,16%

# (list continues)
SMILES,HT1080NT lethal,SW480 rerep,HT1080 IDH1KD tx,MCF10A rerep,IL1B secr inh,DRD3 agonist,KB-3-1 tox,GLP1R cytotox,KB-V1 cytotox
CC1CN(C(=O)c2ccc(NS(=O)(=O)c3ccc(F)c(F)c3)cc2)CC(C)O1 (stereo unspecified),-4%,4%,-1%,-2%,-3,-12,24%,-2%,-20%
COc1ccccc1C(=O)Nc1ccc(OCC(=O)N2CCCCC2C)cc1 (stereo unspecified),15%,-6%,16%,-5%,-26,1,3%,8%,-21%
Cc1ccc(-n2nc3c(=O)n(CC(=O)NCC(C)c4ccccc4)nc(C)c3c2C)cc1 (stereo unspecified),·,·,·,·,·,-5,-9%,4%,-6%
CCOC(=O)c1sc(NC(=O)C(CC)Sc2nnc3c4ccccc4n(CC)c3n2)nc1C (stereo unspecified),7%,1%,7%,0%,40,1,3%,-1%,-16%
CCC(C)N(CC(=O)NCc1ccc(OC)cc1)C(=O)c1csnn1 (stereo unspecified),10%,-10%,-10%,-3%,-17,1,15%,-9%,7%
Cc1ccc(Nc2nc(C)c(NC(=O)c3ccc(C)cc3)c(Nc3ccc(C)cc3)n2)cc1,·,·,·,·,·,-18,?,-17%,0%
COc1cc2c(=O)n(CCC(=O)NCC3CCCO3)c(=O)n(CC(=O)Nc3ccc(C)c(C)c3)c2cc1OC (stereo unspecified),-22%,3%,-20%,-6%,6,-2&-2,?,-4%&11%,?
Cc1ccc([C@H]2C(C(=O)O)=CCN2S(=O)(=O)c2ccc(C)cc2)cc1,-1%,·,18%,·,39,-5,-3%,13%,-4%
CCc1ccc2[nH]c(C(=O)Nc3ccc4c(c3)OCO4)cc2c1,-3%,?,?,?,-19,-6,-3%,-2%,-4%
O=C(Nc1nccs1)c1ccc(COc2c(F)c(F)cc(F)c2F)cc1,3%,?,-24%,3%,-5,-1,?,0%,1%
COc1cccc(CN2CCNC(=O)C2CC(=O)NCC(C)(C)N2CCOCC2)c1OC (stereo unspecified),11%,-2%,29%,3%,i,3,-18%,0%,-1%
O=C1N(Cc2cccc(Cl)c2)C[C@@H]2C[C@@H](c3cccn3-c3cccnc3)N3CCC[C@@]123,-7%,0%,-24%,?,-56*,2,?,-4%,?
Cc1ccc2cc(C#N)c(N3CCCC3)nc2c1C,-4%,11µM*,0%,?,15,0,-12%,25%,-15%
CCNC(=O)C1CCCN(C(=O)c2ccc(C)c(F)c2)CC1 (stereo unspecified),1%,·,18%,·,2,-10,0%,1%,3%
Cc1ccc(S(=O)(=O)NNC(=O)C2CCCCC2)cc1,3%,-9%,9%,-20%,8,-3,-7%,-16%,-5%
CC(Sc1ccccn1)C(=O)Nc1ccc(S(N)(=O)=O)cc1 (stereo unspecified),14%,-2%,15%,-12%,1,7,4%,-10%,0%
Cc1cccc(N/C=C/c2onc(C)c2[N+](=O)[O-])c1,-7%,0%[9.22 µM],-5%,36%,3,0,?,2%,-5%
Cc1ccc(CC2SC(=O)NC2=O)cc1Cl (stereo unspecified),0%,0%,-8%,3%,1,4,19%,-5%,-1%
Cc1ccc2nc3c(cc(C(=O)NCc4ccco4)c(=N)n3Cc3ccco3)c(=O)n2c1,-5%,24%,4%,?,6,-5,0%,13%,14%
CCN(CCO)C(=S)Nc1cc(C(=O)OC)ccc1C(=O)OC,-11%,?,-3%,?,2,-6,17%,37%,-19%
